Screening results from PubChem BioAssay.
Anesthetic bind: candidate novel general anesthetic via apoferritin binding; P02791; Potency, µM (highest dose often 77.5 µM), for inactives: at the top dose activity change, negative = displacement, most hits filed as inhibitors; actives 0.074% (n = 350,000); apoferritin/1-aminoanthracene competitive binding, fluorescence; also: potency is read from the fitted curve at half-maximal effect; % is scaled to controls: 0 for no effect and ±100 for the full control effect; nearly all actives have a fitted effect of over 20% in size
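Probe: 1-aminoanthracene (50% saturated, PBS). Protein: horse-spleen apoferritin, 10 uM. Incubation: 10 min, room temperature. Detection: 380 nm excitation, 535 nm emission. Analysis: normalized response, four-parameter Hill.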
Pol iota inh: blocks human DNA polymerase iota activity; Q9UNA4; Pol iota fluorescent replication assay, 10 min; Potency, µM (highest dose often 115 µM), for inactives: at the highest dose activity, negative = inhibition, usual class: inhibitors; actives 1% (n = 390,000); AID 588590; also: potency is read from the fitted curve at half-maximal effect
Target sequence (Q9UNA4 whole entry, looked up): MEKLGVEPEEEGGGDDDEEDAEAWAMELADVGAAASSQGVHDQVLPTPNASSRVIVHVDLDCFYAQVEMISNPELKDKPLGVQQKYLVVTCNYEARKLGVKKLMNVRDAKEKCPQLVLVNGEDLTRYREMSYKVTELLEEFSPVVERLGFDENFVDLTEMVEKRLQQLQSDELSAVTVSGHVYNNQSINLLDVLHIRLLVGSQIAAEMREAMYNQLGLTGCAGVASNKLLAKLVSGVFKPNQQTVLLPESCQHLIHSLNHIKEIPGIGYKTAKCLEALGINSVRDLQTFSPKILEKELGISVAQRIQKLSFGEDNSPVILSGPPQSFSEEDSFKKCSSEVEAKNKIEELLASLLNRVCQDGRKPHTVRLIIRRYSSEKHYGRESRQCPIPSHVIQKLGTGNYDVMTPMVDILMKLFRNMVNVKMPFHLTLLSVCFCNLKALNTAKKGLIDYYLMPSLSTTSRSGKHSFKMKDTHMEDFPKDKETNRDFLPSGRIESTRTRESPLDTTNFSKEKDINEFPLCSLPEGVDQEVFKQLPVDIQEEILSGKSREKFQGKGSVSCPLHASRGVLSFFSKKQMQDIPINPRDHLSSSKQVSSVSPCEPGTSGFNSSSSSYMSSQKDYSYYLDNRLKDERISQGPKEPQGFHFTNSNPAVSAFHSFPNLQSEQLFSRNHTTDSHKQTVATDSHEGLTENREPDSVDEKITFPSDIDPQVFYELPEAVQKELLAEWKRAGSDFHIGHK
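Pol iota at 10 nM preincubated 15 min with compounds at room temperature; reaction started with fluorescent substrate, 50 nM final. Fluorescence read kinetically at 0 and 10 min; buffer-only wells as negative control.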
BLM helicase inh: Bloom syndrome helicase (human) inhibition; P54132; recombinant BLM DNA unwinding, fluorescence dequenching; Potency, µM (highest dose often 56.1 µM), for inactives: at the highest dose activity change, negative = inhibition, usual class: inhibitors; actives 0.2% (n = 350,000); AID 2528;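 also: potency is read from the fitted curve at half-maximal effect; plate controls were vehicle for no effect and no enzyme for full effect; nearly all actives have a fitted effect of over 35% in size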
APEX1 inh: APE1 (human) endonuclease inhibition | actives 0.35% (n = 350,000) | recombinant APE1, TAMRA/BHQ-2 abasic DNA cleavage fluorescence | Potency, µM (series often up to 65.8 µM), for inactives: at the top dose activity change, negative = inhibition, hits mostly inhibitors | P27695 | AID 2517;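 also: potency is read from the fitted curve at half-maximal effect; plate controls were vehicle for no effect and reference inhibitor for full effect; nearly all actives have a fitted effect of over 55% in size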
Target sequence (P27695 whole entry, looked up): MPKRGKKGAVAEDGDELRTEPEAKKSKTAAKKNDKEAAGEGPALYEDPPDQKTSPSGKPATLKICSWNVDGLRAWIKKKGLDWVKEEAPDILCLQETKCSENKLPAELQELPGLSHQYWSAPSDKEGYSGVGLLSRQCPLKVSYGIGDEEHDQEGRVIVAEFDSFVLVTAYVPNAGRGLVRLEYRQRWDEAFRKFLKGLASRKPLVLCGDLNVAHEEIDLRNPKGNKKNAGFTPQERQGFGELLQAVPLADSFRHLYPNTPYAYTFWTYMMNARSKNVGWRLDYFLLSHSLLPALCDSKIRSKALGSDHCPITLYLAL
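0.75 nM APE1 + cpd, 15 min RT; start w/ 50 nM TAMRA/BHQ-2 THF-abasic dsDNA; kinetic fluor 525/598 nm ×3 reads @60 s; Δ(read3−read1); normalized to DMSO and NSC13755 control wells.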
Glioma ERSR ind: induces the endoplasmic reticulum stress response in human glioma cells | Potency, µM, for inactives: top-dose activation, most hits filed as activators | AID 602332 | U87-MG GRP78 promoter luciferase reporter, 16 h | actives 0.02% (n = 420,000); also: potency is read from the fitted curve at half-maximal effect; series mostly up to about 76 µM; % of control where 0% means no effect; nearly all actives have a fitted effect of over 35% in size
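Stably transfected U87-MG human glioma cells carrying a GRP78-based luminescent sensor were seeded at 1000 cells/well, pin-dosed with compounds and incubated 16 h. Luciferase reagent was then added, and end-point luminescence was read after 10 min at room temperature.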
POLB inh: DNA polymerase beta (human) inhibition. Potency, µM (doses to about 114 µM), for inactives: at the highest dose activity change, negative = inhibition, hits mostly inhibitors. actives 1.3% (n = 340,000). P06746. Pol beta primer extension/strand displacement, fluorescence kinetic; also: potency is read from the fitted curve at half-maximal effect; % is scaled to controls: 0 for no effect and ±100 for the full control effect
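Human Pol beta at 10 nM; strand-displacement substrate 50 nM final. Compound exposure 15 min at room temperature before start, reaction 10 min at room temperature.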
POLH inh: DNA polymerase eta (human) inhibition | Q9Y253 | recombinant Pol eta, fluorescent DNA replication assay | Potency, µM (top dose mostly 114 µM), without a hit: at the top dose activity change, negative = inhibition, hits mostly inhibitors | actives 1.2% (n = 390,000); also: potency is read from the fitted curve at half-maximal effect; % is scaled to controls: 0 for no effect and ±100 for the full control effect
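Fluorescent replication assay: 50 nM final substrate added after a 15 min room-temperature compound preincubation with 10 nM enzyme. Signal taken at 0 min and again at 10 min.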
Pol kappa inh: DNA polymerase kappa (human) inhibition; actives 0.53% (n = 400,000); purified Pol kappa, fluorescent DNA synthesis assay, 10 min; Potency, µM (doses to about 107 µM), for the others: at the top dose activity, negative = inhibition, usual class: inhibitors; AID 588579; also: potency is read from the fitted curve at half-maximal effect; % is scaled to controls: 0 for no effect and ±100 for the full control effect
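Inhibition of 10 nM Pol kappa is measured by a fluorescent read-out at 0 and 10 min following addition of 50 nM substrate (final), with a 15-min room-temperature compound preincubation.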
LDHA block: LDHA (human) enzyme inhibition | purified LDHA, NADH/diaphorase-resazurin fluorescence; active compounds read low | P00338 | actives 0.15% (n = 480,000) | activity change, % (values are at about 110 or 230 µM); in the data active = activity change below about -30%; inconclusive = mostly about -25% to -30%;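 also: plate controls were DMSO wells for no effect and wells without enzyme for full effect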
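Human LDH5 (2 nM) was incubated with 0.06 mM NADH and 0.2 mM pyruvate for 5 min at room temperature in Tris pH 7.4. Remaining NADH was coupled through diaphorase/resazurin, and resorufin fluorescence was read at 0 and 20 min.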
* marks the source's active call; other numbers are inactive results; ? = inconclusive; / = not tested or not shown; & = joins results of further samples; [ ] = dose if it differs, or a comment. Unless noted, calls follow the shape of the dose curve; as a rule, active = well fitted curve in the direction sought with a large enough effect; inconclusive = small, poorly fitted or top-dose-only effect, or another doubt; inactive = no such curve, though single readings can be large; an effect the other way counts as inactive or inconclusive. Not all compounds are listed; the hit share may differ from the screen's.

SMILES	Anesthetic bind	Pol iota inh	BLM helicase inh	APEX1 inh	Glioma ERSR ind	POLB inh	POLH inh	Pol kappa inh	LDHA block
C=CCC(C(=O)Oc1c(C(C)(C)C)cc(C)cc1C(C)(C)C)c1ccccc1 (stereo unspecified)	/	41%	/	4%	-4%	/	-27%	4%	0
N#C/C(=C(/O)CN1CCCCC1)c1nc(-c2ccc(Cl)cc2)cs1	-12%	16%	1%	3%	7%	0%	7%	-7%	-1
NC(=O)N/N=C(/CCCCCC/C(=N\NC(N)=O)c1ccccc1)c1ccccc1	-2%	2%	-7%	-1%	-2%	4%	-18%	8%	4
COc1ccc(C(=O)N2CCCc3ccccc32)cc1OC	-18%	24%	-4%	6%	2%	29%	-7%	8%	-2
CNC(=O)c1c(NC(=O)c2ccc(S(=O)(=O)N3CCCCC3)cc2)sc2c1CCC2	91%[activator]	3%	1%	/	0%	-8%	-9%	3%[60.1 µM]	3
COc1ccc(N2CC(NC(=O)COc3ccc4ccccc4c3)CC2=O)cc1OC (stereo unspecified)	-12%	9%	-3%	/	-3%	12%	-11%	5%[60.1 µM]	-9
O=C(NCCCN1CCOCC1)c1ccc(Br)cc1	-13%	1%	-6%	20%	-7%	5%	-21%	0%	3
COC(=O)c1sc2nc(-c3ccccc3)nc(N3CCN(C)CC3)c2c1C	-4%	43%[activator]	35%[activator]	0%	0%	-1%	?	-4%	6
Cc1sc2nc(-c3ccncc3)[nH]c(=O)c2c1-c1ccccc1	5%	/	-4%	0%	/	4%	/	/	/
COc1ccc(C(=O)NCc2nnc(SCC(=O)N3CCC(C)CC3)o2)cc1	-22%	14%	2%	13%	-3%	-1%	-12%	2%	-8
CSc1sc(C(=O)Nc2ccc(F)cc2F)c2c1C=CCC2	-16%	69%[activator]	-11%	-3%	5%	-2%	-6%	-6%	11
O=C(Nc1ccncc1)c1c(Cl)cccc1Cl	-1%	-27%	2%	29%	-6%	-29%	-7%	-1%	0
O=C(NCCO)c1ccc(-c2nnc(Nc3ccc(O)cc3)c3ccccc23)cc1	51%[activator]	-13%	-2%	7%	-2%	-18%	-2%	-30%	-1
O=C(/C=C/c1ccco1)NC1=NCCS1	-5%	?	-1%	?	-8%	-13%	8%	-21%	4
COc1cccc(CN(C(=O)c2cccs2)C2CCS(=O)(=O)C2)c1 (stereo unspecified)	-6%	22%	-1%	66%[activator]	0%	30%	-10%	13%	-2
O=C1CCC(=O)N1c1ccc(S(=O)(=O)Nc2cccc(Br)c2)cc1	-2%	40%[activator]	-3%	1%	-3%	1%	-16%	9%	-7
COc1ccc([C@H]2CC(=O)C=C(c3cccc(Br)c3)C2)cc1OC	/	28%	/	19%	-3%	/	-24%	-3%	1
O=C(Cn1c(NCCO)nc2ccccc21)c1ccc([N+](=O)[O-])cc1	-11%	-6%	-3%	12%	6%	31%	-16%	-8%	-8
CS(=O)(=O)Nc1cccc(-c2nc(-n3ccnc3)c3ccccc3n2)c1	/	/	2%	-5%	-1%	/	/	6%[60.1 µM]	/
CCOc1ccc(C(=O)c2cn(CC(=O)Nc3ccc(OC)cc3)c3cc4c(cc3c2=O)OCCO4)cc1	-12%	27%	?	/	-4%	?	?	-5%	4
CCOC(=O)C1CCN(S(=O)(=O)c2ccc(NC(=O)OC)cc2)CC1	-12%	?	-2%	2%	-4%	-4%	-3%	-3%	-6
O=C(CCC(=O)N1CCN(C(=O)c2ccco2)CC1)c1ccc(F)cc1	1%	-1%	-2%	-1%	3%	0%	-4%	-4%	-8
CCOC(=O)Nc1cccc(Nc2ccccc2)c1	0%	-1%	-8%	-8%	4%	5%	-6%	-13%	0
COc1ccc(N(CC(=O)N2CCOCC2)S(=O)(=O)c2ccccc2)cc1Cl	-2%	13%	-3%	14%	-3%	17%	-1%	-6%	-5
Cc1sc2c(c1C)C(=O)/C(=C\Nc1ccncc1)S(=O)(=O)N2C	-11%	53%[activator]	5%	3%	-3%	-29%	-16%	-1%	0
CCOC(=S)SCC(=O)Nc1nc(-c2ccc(Br)cc2)cs1	-10%	-9%	-6%	-3%	9%	0%	-9%	-15%	-4
C/C(=N\N=C1\NC(=O)CC(C(=O)O)S1)c1ccc(F)cc1 (stereo unspecified)	0%	7%	1%	1%	-4%	-13%	-3%	-7%	-12
CC(C)C(NC(=O)c1ccc(Cl)cc1)C(=O)NCC1CCCO1 (stereo unspecified)	0%	29%	1%	63%[activator]	-5%	?	-12%	-8%	-2
CS(=O)(=O)N1CCN(C2CCN(Cc3ccccc3)CC2)CC1	-5%	22%	-1%	-1%	-6%	8%	-13%	-4%	-2
CCCCN(C(=O)c1cc(Cl)nc2ccccc12)c1c(N)n(Cc2ccccc2)c(=O)[nH]c1=O	/	29%	/	3%	-6%	/	-5%	-17%	-3&0
CC(CN1CCN(C)CC1)OC(=O)c1ccccc1Cl (stereo unspecified)	-4%	8%	2%	3%	1%	28%	-2%	4%	-6
CS(=O)(=O)c1ccc(Sc2nc3ccccc3s2)c([N+](=O)[O-])c1	7%	-6%	-3%	1%	-12%	2%	?	-7%	-14
CC(C)=CCN1CCN(Cc2cccc3c2OCO3)CC1CCO (stereo unspecified)	-13%	116%[activator]	-4%	7%	-3%	-10%	-18%	4%	-2
Cc1cc2nn(-c3ccc(F)cc3)nc2cc1N	281%[activator]	75%[activator]	-5%	7%	-9%	1%	-17%	-14%	1
C=C(C)CSc1nnc([C@@H]2CCCN2)o1	-8%	-16%[58.9 µM]	1%	-3%	-3%	15%	-20%	-4%	-3
COc1ccc(CCNC(=O)Cn2c(=O)n(-c3ccc(C)c(F)c3)c(=O)c3sccc32)cc1OC	-5%	25%	-9%	-4%	3%	6%	-15%	-2%	3
C=CCC[C@@H](Cc1ccc(F)cc1)C(=O)OCCNC(=O)[C@@H](CC=C)CC(=O)N[C@@H](CO)Cc1ccccc1	/	-11%	/	20%	-2%	/	-1%	-7%	-4
CCOc1ccc(S(=O)(=O)Nc2ccc(C(=O)NCC(c3ccccc3)N(C)C)cc2)cc1 (stereo unspecified)	-17%	25%	3%	4%	-2%	-1%	-15%	-15%	-2
COc1ccc(/C=N/NC(=O)Nc2cccc3nsnc23)cc1	-1%	150%[activator]	-15%	3%	3%	0%	-12%	-7%	18
CCOC(=O)Cc1nnc(NC(=O)C(CC)Sc2nncn2C)s1 (stereo unspecified)	2%	?	-1%	0%	-2%	-17%	-8%	-11%	-9
Nc1cc(=O)[nH]c(=O)n1CCCc1ccccc1	/	56%[activator]	/	/	-1%	/	-12%	-19%	-1
COc1ccc(NC(=O)c2cc(S(=O)(=O)N3CCCCC3)c[nH]2)cc1	-4%	?	-1%	33%	-3%	-16%	-6%	-6%	-4
O=C(O)[C@H](Cc1ccccc1)NC(=O)N1CCOCC1	-4%	?	0%	0%	-1%	0%	7%	-5%	-5
CCCCNc1c([N+](=O)[O-])cc(C(=O)O)cc1[N+](=O)[O-]	-11%	7%	-3%	2%	1%	39%	-4%	-13%	-2
Cc1nn(C)c(Cl)c1C(=O)NC(C(=O)O)c1ccccc1 (stereo unspecified)	-3%	49%[activator]	0%	2%	-5%	15%	-7%	-7%	-7

Arranged by molar mass (rising): part of the list above.
SMILES	Anesthetic bind	Pol iota inh	BLM helicase inh	APEX1 inh	Glioma ERSR ind	POLB inh	POLH inh	Pol kappa inh	LDHA block
Cc1nn(C)c(Cl)c1C(=O)NC(C(=O)O)c1ccccc1 (stereo unspecified)	-3%	49%[activator]	0%	2%	-5%	15%	-7%	-7%	-7
CS(=O)(=O)c1ccc(Sc2nc3ccccc3s2)c([N+](=O)[O-])c1	7%	-6%	-3%	1%	-12%	2%	?	-7%	-14
CCOC(=O)Cc1nnc(NC(=O)C(CC)Sc2nncn2C)s1 (stereo unspecified)	2%	?	-1%	0%	-2%	-17%	-8%	-11%	-9

The results go on.
SMILES	Anesthetic bind	Pol iota inh	BLM helicase inh	APEX1 inh	Glioma ERSR ind	POLB inh	POLH inh	Pol kappa inh	LDHA block
Cc1ccccc1NC(=O)C1CCCN(C(=O)NCc2ccccc2)C1 (stereo unspecified)	-3%	23%	4%	4%	-1%	41%	-22%	5%	-7
CCN(CC)CC(=O)Nc1scc2c1c(=O)oc1ccccc12	3%	53%[activator]	-10%	19%	3%	38%	-7%	-9%	0
COc1ccc(C(CCN2CCCC2)c2c(OC)cc(OC)c3c(-c4ccccc4)cc(=O)oc23)cc1 (stereo unspecified)	-10%&-20%	25%&14%	0%&-2%	1%&0%	-6%&-4%	1%	-19%	-7%&-16%	-6
CCOC(=O)c1nc(Nc2ccc(Nc3ccccc3)cc2)c2ccccc2n1	?	-5%	-13%	-8%	-1%	-1%	-24%	-8%	1
c1ccc(C2c3[nH]c4ccccc4c3CCN2Cc2cccn2-c2cccnc2)nc1 (stereo unspecified)	?	105%[activator]	-11%	3%	2%	-15%	-21%	0%	4
CCOC(=O)C1CCN(S(=O)(=O)c2c(C)noc2C)CC1	0%	10%	-5%	1%	-3%	-1%	-5%	11%	2
COc1ccc(NC(=O)CSc2nc3ccccc3nc2N2CCOCC2)c(OC)c1	-17%&-14%	-11%&-25%	-4%&-5%	30%	-5%&1%	9%&-8%	-28%&-24%	-13%&-7%	-5&1
CN(C)c1ccc(/C=C/C=N/Nc2nc(N3CCOCC3)nc(N3CCOCC3)n2)cc1	54%[activator]	13%	-11%	1%	0%	-1%	-12%	6%	5
CCC(CC)C(=O)Nc1ccc(Cl)c(Cl)c1	?	-8%	-4%	-4%	-3%	-3%	-9%	-7%	-6
CCOC(=O)C1=C(C)NC(SCC(=O)O)=C(C#N)C1c1ccco1 (stereo unspecified)	-5%	4%	-1%	-5%	-5%	1%	-13%	-4%	-6
COc1ccccc1NC(=O)COC(=O)c1ccc2c(c1)nc(C)n2-c1ccccc1	-16%	154%[activator]	-10%	7%	-1%	-4%	-7%	-6%	-6
O=C1CCCN1c1ccc(S(=O)(=O)NCc2ccco2)cc1	-10%	-6%	3%	1%	-4%	-3%	-11%	1%	-1
